NR2E3 ag-1 = activates human NR2E3 receptor | actives 0.35% (n = 360,000) | inhibition of corepressor binding, % at 3.98 µM | AID 602229 | CHO-S Gal4-NCOR/VP16-NR2E3 two-hybrid, luciferase;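 active means inhibition above the mean of all tested compounds plus 3 SD, cut at about 70% in these data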;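 further: 0% = DMSO with NR2E3 transfected cells and 100% = cells lacking NR2E3 construct; higher means lower luciferase signal from less NR2E3 corepressor binding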
Target sequence (Q9Y5X4 whole entry, looked up, the tested form may be a part): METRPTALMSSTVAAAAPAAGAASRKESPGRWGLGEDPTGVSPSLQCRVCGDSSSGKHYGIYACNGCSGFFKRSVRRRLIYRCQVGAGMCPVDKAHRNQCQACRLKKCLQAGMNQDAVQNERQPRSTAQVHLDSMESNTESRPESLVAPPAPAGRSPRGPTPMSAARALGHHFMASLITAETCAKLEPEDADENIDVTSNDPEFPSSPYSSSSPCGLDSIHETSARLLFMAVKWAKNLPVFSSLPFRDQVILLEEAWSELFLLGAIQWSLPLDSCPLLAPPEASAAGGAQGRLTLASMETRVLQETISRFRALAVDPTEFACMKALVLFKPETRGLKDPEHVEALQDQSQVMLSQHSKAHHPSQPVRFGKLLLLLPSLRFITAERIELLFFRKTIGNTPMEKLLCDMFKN
HIF-2a inh = blocks HIF-2a reporter activity. actives 0.72% (n = 360,000). AID 624352. 786-0 RCC cells HIF-2a reporter, luciferase luminescence, overnight. inhibition, % at 18.8 µM;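 active means inhibition of the luminescence signal of 40% or more relative to plate controls, in a single-dose primary screen at 18.75 µM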
hiPSC survival = increases survival of single human iPS cells; hiPSC single-cell survival, ATPlite luminescence; 100% = ROCK inhibitor wells, 0% = DMSO; actives 0.044% (n = 360,000); survival enhancement, % at 20 µM; in the data active means survival enhancement above about 18%;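 further: cells exposed to compounds for 16 hours before the ATP read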
m5-HT2A agonist = agonists of mouse serotonin 5-HT2A receptor (HTR2A); P35363; CHO-K1 mHTR2A beta-arrestin complementation, luminescence; percent of 30 µM serotonin response; activation, % at 7.6 µM; actives 0.66% (n = 360,000); AID 624169;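 active means activation above a run cutoff, the mean activation of all tested compounds plus 3 SD, cut at about 14% in these data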;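 further: 0% = plate median of compound wells and 100% = 30 µM serotonin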
CaV13 FRET inh = Primary screen for inhibitors of IQ motif and Ca2+-dependent inactivation inhibitor domain binding in CACNA1D, Förster resonance energy transfer in living cells, …; HEK cells, CFP/YFP FRET ICDI-IQ, plate reader, 10 min; percent FRET-ratio fall versus neutral wells; actives 0.098% (n = 340,000); inhibition, % at 12.3 µM;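 active means mean replicate inhibition of at least 30% and at least 1% of replicates passing that level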;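 further: 0% = median of the neutral control wells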
PDI inh = blocks human protein disulfide isomerase activity | actives 0.052% (n = 350,000) | AID 588391 | PDI insulin aggregation turbidity, A650, 90 min | inhibition, % at 10 µM;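 active means mean inhibition across replicates of 30% or more, whatever share of single replicates reach that level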;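 further: absorbance from insulin aggregation driven by PDI reduction with DTT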
Target sequence (P07237 whole entry, looked up): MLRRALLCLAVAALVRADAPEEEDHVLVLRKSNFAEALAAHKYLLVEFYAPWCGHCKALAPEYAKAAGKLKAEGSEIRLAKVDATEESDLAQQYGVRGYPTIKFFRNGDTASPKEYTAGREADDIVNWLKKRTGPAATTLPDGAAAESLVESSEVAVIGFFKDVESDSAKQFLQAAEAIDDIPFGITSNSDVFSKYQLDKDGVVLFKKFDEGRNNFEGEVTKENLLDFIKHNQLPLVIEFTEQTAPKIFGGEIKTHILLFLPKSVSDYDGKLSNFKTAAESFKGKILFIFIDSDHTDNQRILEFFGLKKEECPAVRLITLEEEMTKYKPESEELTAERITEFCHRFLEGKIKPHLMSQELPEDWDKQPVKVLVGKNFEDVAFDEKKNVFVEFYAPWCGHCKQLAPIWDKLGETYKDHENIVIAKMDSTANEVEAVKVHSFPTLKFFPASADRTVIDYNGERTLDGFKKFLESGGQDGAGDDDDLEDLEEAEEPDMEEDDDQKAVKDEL
Shn3 inh set2 = reduces Shn3 3'UTR luciferase signal in osteoblasts. Clone20 osteoblast Shn3 3'UTR firefly luciferase, 24 h. inhibition, % at 12.5 µM. actives 0.52% (n = 360,000). AID 588674;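 active means mean inhibition of at least 75% with every replicate also reaching 75%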;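 further: 0% = median of neutral control wells and 100% = pilot-screen positive control compound; some compounds past the cut are filed as inactive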
Cardio protect = modulators protecting cardiomyocytes from myocardial damage; H9c2 cardiomyocytes, H2O2 injury protection, ATPLite, 2 h; protection from H2O2 cell death, % at 20 µM; actives 0.63% (n = 360,000);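 active means compounds giving at least 50% protection of heart cells from peroxide-induced death in the single-dose screen, raw or plate-pattern-corrected value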;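 further: 0% = DMSO wells with peroxide and 100% = DMSO wells without peroxide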
TRPM1 prom inh = reduces MITF-dependent TRPM1 promoter luciferase signal | AID 488899 | inhibition, % at 12.5 µM | actives 0.83% (n = 330,000) | SK-MEL-5 TRPM1 promoter luciferase, 24 h;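 active means mean inhibition across replicates of 60% or more, whatever share of single replicates reaches that level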; further: values of inactives mirror those of a sister screen read the other way
Peg3 prom inh = Peg3 promoter activity inhibition. actives 1.7% (n = 360,000). HeLa PEG-Prom luciferase reporter, luminescence, overnight. inhibition, % at 20 µM. AID 588405;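 active means inhibition of at least 50% at 20 µM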
NR2E3 ag-2 = NR2E3 (human) agonism. Q9Y5X4. GST-NR2E3/biotin-RetCOR TR-FRET, 1536-well. inhibition of corepressor binding, % at 4.78 µM. actives 0.12% (n = 320,000). AID 2300;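 active means percent inhibition above the cutoff of mean plus 3 SD of all tested compounds, set per screening campaign, cut at about 20% in these data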;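 further: 0% = DMSO wells and 100% = biotin wells as full block of FRET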
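System: GST-NR2E3 and biotin-RetCOR proteins; probe or stimulus: 7 nM biotin-RetCOR; doses: compound at 4.8 µM, single dose; schedule: Compound–protein incubation for 5 h at 4 °C; detection: time-resolved FRET; read-out: percent inhibition; controls: biotin wells as high control, 0.6% DMSO wells as low control; format: 1536-well plates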
Starred values were filed as active, the others as inactive; / = not tested or not shown. Compounds were not picked by outcome. Share with any hit: about 3.9%.

SMILES	NR2E3 ag-1	HIF-2a inh	hiPSC survival	m5-HT2A agonist	CaV13 FRET inh	PDI inh	Shn3 inh set2	Cardio protect	TRPM1 prom inh	Peg3 prom inh	NR2E3 ag-2
CC1=C(C(=O)Nc2cccc([N+](=O)[O-])c2)C2(CCC(C)CC2)OC1=O (stereo not drawn)	9	12	-2.0	5	-4	2	8	7	-6	3	1
CCOC(=O)C1CCN(CC(O)COCc2ccc3c(c2)OCO3)CC1 (stereo not drawn)	-2	14	-0.7	0	-5	0	1	5	-6	16	1
CCc1nnc(NC(=O)CN2C(=O)c3ccccc3C2=O)s1	-37	13	0.8	-2	/	16	9	5	6	11	-1
CCOc1ccc(NC(=O)c2ccc3c(c2)CCN3S(C)(=O)=O)cc1	-13	-6	-0.6	3	-3	-3	25	6	-9	-1	-5
O=C(/C=C/c1cccc([N+](=O)[O-])c1)N1CCN(c2ccc(F)cc2)CC1	-7	11	-0.2	6	-2	1	-1	-4	-7	11	-1
Cc1cc(C)n(-c2cc(N3CCN(C(=O)c4cccc(Br)c4)CC3)ccc2[N+](=O)[O-])n1	3	0	-3.5	-3	0	-9	-12	-5	11	12	1
COc1ccc(C(=S)N2CCN(c3ccccc3C)CC2)cc1	-26	3	-0.6	-1	-2	-5	8	-8	3	7	2
Cn1c(SCC(=O)NCCc2ccccc2)nnc1C1CCCCC1	8	11	-0.4	-5	-5	-2	5	2	-7	5	4
CCOC(=O)c1c(C)[nH]c(C)c1S(=O)(=O)N1CCN(c2ccc(F)cc2)CC1	-18	15	0.6	-5	-6	1	-6	-10	-2	5	3
O=C(Nc1nncs1)c1ccc(S(=O)(=O)c2ccccc2)cc1	3	2	0.9	4	-8	-3	3	2	-1	9	1
Fc1ccc(-c2nc3ccc(Cl)cn3c2Cc2ccsc2)cc1	-29	-192	-0.5	-2	-4	/	-70	4	/	-147	/
CCc1ccc(C(c2c(C)nn(-c3ccccc3)c2N)c2c(C)nn(-c3ccccc3)c2N)cc1	-22	17	-0.3	-6	-4	-4	14	2	14	10	0
O=C(O)CC(NC(=O)C12CC3CC(CC(C3)C1)C2)c1ccc(OC2CCCC2)cc1 (stereo not drawn)	-2	17	0.7	2	3	5	-12	-7	-11	5	3
COc1ccccc1C1=NOC(C)(c2sc(-c3ccccc3)nc2C)C1 (stereo not drawn)	-6	-67	-2.0	-6	-5	2	2	-1	5	-41	3
CCn1c(-c2csc3ccccc23)n[nH]c1=S	-3	2	-1.6	10	-3	-5	6	7	17	22	15
NC(=O)CCCSc1nc2ccccc2[nH]1	12	5	4.4	3	-4	4	-15	4	2	-1	4
COc1ccc(OC)c(S(=O)(=O)N2CCC(C(=O)NC3CCCCC3)CC2)c1	21	3	1.0	0	-3	-1	0	-3	2	-17	-2
COc1ccc(OC)c(C(=O)c2ccc(C(=O)Nc3ccc(NC(C)=O)cc3)cc2)c1	-26	5	0.5	3	-2	10	33	-5	7	27	2
COc1ccccc1-c1nnc(NC(C)=O)s1	-133	-235	-0.6	6	-6	-3	-73	-11	-32	-178	-3
O=C(/C=C/c1ccccc1)c1c[nH]c2ccccc12	-124	-233	-0.6	-7	-4	7	-93	-14	-73	-362	0
COc1cc2sc3ccc(C#CC4(O)CCCCC4)cc3c(=O)c2cc1OC	-50	-130	-4.5	-2	-10	2	-53	-11	-34	-20	2
CN(C(=O)COc1ccc(Cl)cc1Cl)C1(C)CCS(=O)(=O)C1 (stereo not drawn)	6	1	-0.2	4	-6	7	-18	-3	-4	-2	-1
O=c1oc2cc(Br)ccc2n1Cc1ccccc1	-3	1	-0.6	3	-1	-1	-14	7	-3	3	1
O=C(CCN1C(=O)/C(=C/c2cccs2)SC1=S)Nc1ccc(O)cc1	-5	-21	-0.1	-7	-4	11	4	-12	-1	16	3
Cn1c(SCc2cccc(C#N)c2)nc2ccccc2c1=O	3	15	0.7	7	-18	1	55	-15	-2	27	1
Going on with the list.
SMILES	NR2E3 ag-1	HIF-2a inh	hiPSC survival	m5-HT2A agonist	CaV13 FRET inh	PDI inh	Shn3 inh set2	Cardio protect	TRPM1 prom inh	Peg3 prom inh	NR2E3 ag-2
O=C(Cc1ccc([N+](=O)[O-])cc1)NCc1cccnc1	-16	6	-0.8	-3	-4	3	-14	7	-2	-1	5
O=C(N/N=C/c1c[nH]c2ccccc12)c1ccc(Cl)cc1	-46	-148	-0.5	-14	-15	5	-62	-7	/	-220	0
N#CCCN1CCN(C2=NC(=O)C(=C3CCCCC3)S2)CC1	-21	-45	4.9	-2	-6	-7	-4	0	-36	-39	0
CN(C)S(=O)(=O)c1cccc(C(=O)Nc2ccc(N3CCOCC3)cc2)c1	-13	3	0.2	2	-5	2	-1	1	-6	15	2
Cc1ccc2c(c1)C(O)(CC(=O)c1ccc(C)s1)C(=O)N2 (stereo not drawn)	5	13	-0.3	1	-3	-3	-35	-2	1	3	2
O=C(Cn1cnc2scc(-c3cccc([N+](=O)[O-])c3)c2c1=O)NCc1ccco1	1	8	0.1	5	-5	0	14	9	-5	10	3
NNC(=O)CNC(=O)Nc1n[nH]c(=S)s1	-3	6	0.4	2	-9	/	11	5	/	-5	/
Cc1cc(C)nc(N/N=C2/CCCC/C2=C\c2ccccc2)n1	-2	0	-1.2	-2	3	1	73	-12	21	12	6
Cc1csc(=Nc2ccccc2)n1Cc1ccco1	-9	-41	-2.2	1	-5	-1	0	-13	5	-5	-1
O=[N+]([O-])c1ccc(/C=N/N/C(=N/c2ccccn2)c2ccccn2)cc1	-43	-144	1.4	-1	-9	0	-38	-7	-78	-157	2
O=C(NCCCN1CCCCCC1)c1cc2c(=O)oc3ccccc3c2s1	-17	4	-0.6	2	-7	-3	0	8	-4	-11	1
O=C(C1CCN(S(=O)(=O)c2ccc(Br)s2)CC1)N1CCCCC1	4	15	0.6	6	-2	1	41	-10	11	3	5
CCOc1ccccc1-n1cnc2cc(C(=O)NCc3ccco3)ccc21	-8	-9	1.1	-9	-5	8	-14	-3	1	10	4
COc1ccc(C(=O)NC(=S)NNC(=O)Cc2cccs2)cc1	-43	8	-0.3	1	-6	-4	-18	7	-2	-6	2
Nc1cc(N)nc(SCC(=O)N2CCCCC2)n1	1	6	-0.4	-4	-5	5	-11	0	0	13	-2
CNNC(=S)Nc1cccc(C(F)(F)F)c1	9	18	0.7	4	-20	14	6	-5	/	-9	-3
Cc1ccc(-c2nnc(SCC(=O)NC3CCCC3)n2N)cc1	15	8	-1.9	-2	-5	-2	-13	4	-8	5	/
CC1CCN(CCOCCSc2ccc(Cl)cc2)CC1	3	16	-0.2	-7	1	-10	2	-2	-1	7	3
C=C(C)COc1ccc(-c2nc(N)ncc2-c2ccc(OC)c(OC)c2)c(O)c1	-5	33	-0.4	-4	-2	1	9	5	-6	4	/
O=C(CNC(=O)c1ccccc1)N/N=C/c1cn[nH]c1-c1ccccc1	-7	16	2.0	-6	-18	1	-1	9	12	3	-1
Cn1c(=O)oc2cc(S(=O)(=O)N3CCCC(C(=O)N4CCc5ccccc5C4)C3)ccc21 (stereo not drawn)	10	15	-0.3	-1	-5	-12	23	-15	/	13	1
Cc1cccc(OCC2Cn3c(nc4c3c(=O)[nH]c(=O)n4C)O2)c1 (stereo not drawn)	-1	28	0.6	3	-20	3	15	4	-14	20	/
CCOC(=O)C1CCN(C(=O)C2CCC(=O)N(CC3CCCCC3)C2)CC1 (stereo not drawn)	-16	6	-0.1	-1	-7	11	3	6	1	4	1
COc1ccc2c(CCNC(=O)c3ccc([N+](=O)[O-])cc3)c[nH]c2c1	-29	22	0.4	-5	1	0	13	16	12	-1	0
CC1(C(=O)O)CCCN(C(=O)c2ccc3c(c2)C(C)(C)CCC3(C)C)C1 (stereo not drawn)	-11	5	-1.4	1	-5	-5	8	2	/	14	/

Among those listed so far, these have fluorine:
SMILES	NR2E3 ag-1	HIF-2a inh	hiPSC survival	m5-HT2A agonist	CaV13 FRET inh	PDI inh	Shn3 inh set2	Cardio protect	TRPM1 prom inh	Peg3 prom inh	NR2E3 ag-2
O=C(/C=C/c1cccc([N+](=O)[O-])c1)N1CCN(c2ccc(F)cc2)CC1	-7	11	-0.2	6	-2	1	-1	-4	-7	11	-1
CCOC(=O)c1c(C)[nH]c(C)c1S(=O)(=O)N1CCN(c2ccc(F)cc2)CC1	-18	15	0.6	-5	-6	1	-6	-10	-2	5	3
Fc1ccc(-c2nc3ccc(Cl)cn3c2Cc2ccsc2)cc1	-29	-192	-0.5	-2	-4	/	-70	4	/	-147	/
CNNC(=S)Nc1cccc(C(F)(F)F)c1	9	18	0.7	4	-20	14	6	-5	/	-9	-3

Additional records
SMILES	NR2E3 ag-1	HIF-2a inh	hiPSC survival	m5-HT2A agonist	CaV13 FRET inh	PDI inh	Shn3 inh set2	Cardio protect	TRPM1 prom inh	Peg3 prom inh	NR2E3 ag-2
Cc1cc(Br)cc(Cl)c1OC(=O)c1ccncc1	-3	10	-0.4	5	-3	-14	4	-5	7	-2	6
CCOC(=O)c1cc2c(nc1NC(=S)Nc1ccccc1)CC(C)(CC)OC2 (stereo not drawn)	-21	2	0.1	2	-5	-3	-8	2	5	7	4
O=c1ccc2ccccc2o1	14	5	0.4	12	-5	-2	-4	1	9	-3	0
COc1cccc(-n2c(SCC#N)nnc2-c2cnccn2)c1	-12	-3	-2.8	4	-7	8	-27	-1	-2	8	-2
O=C1OC2CC3CC1CC(O)(C3)C2 (stereo not drawn)	-2	17	2.1	6	-6	-4	-2	0	8	4	4
CCc1ccc(-n2c(=O)c3ccc(C(=O)NCCc4ccccc4)cc3n(CC(N)=O)c2=O)cc1	-1	20	-0.6	-9	-19	9	24	6	7	20	5
CC(Oc1cc(C(F)(F)F)cc(C(F)(F)F)c1)C(=O)NC(N)=O (stereo not drawn)	0	10	-0.1	-4	-4	-9	-3	-10	1	3	1
CCN(CC)CCN=C1CCCc2ccccc2N1	-25	8	-1.9	-3	0	-3	1	18	-14	-20	6
CCOC(=O)CSc1ccc(S(=O)(=O)N2CCCCC2)cc1[N+](=O)[O-]	-10	21	-0.9	1	-4	-13	-15	-5	14	5	1
COC(=O)c1ccccc1NC(=O)c1cc(-c2ccc(O)cc2)on1	-24	-32	2.2	-4	-4	/	11	-4	/	1	3
COCCNC(=O)C1CCCN(C(=O)c2nc3ccccc3s2)CC1 (stereo not drawn)	-6	8	-0.6	1	-12	1	16	5	/	9	/
CCC(C)(C)n1nnnc1CN(Cc1ccco1)Cc1cc2cc3c(cc2[nH]c1=O)OCO3	-9	12	-2.3	-2	/	-5	6	28	-4	9	3
CCn1cc(CN2CCCC(CNS(=O)(=O)c3cccc4cccnc34)C2)cn1 (stereo not drawn)	-7	9	-0.4	-5	-3	1	-22	1	8	19	-1
CCOc1ccc([N+](=O)[O-])cc1CNC1CCCCCCC1	0	20	-0.2	-1	7	-7	20	-6	-1	2	3
O=C1/C(=C/c2ccco2)CCc2ccccc21	-43	-198	-2.5	-1	-4	0	-42	-7	-23	-314	-6

Screening data from PubChem.
